Screens: PubChem BioAssay, several laboratories
TWEAK-Fn14 inh = inhibitors of TWEAK-Fn14 interaction signaling. inhibition, % at 10 µM. 2% of 360,000 active. TWEAK-stimulated Fn14 reporter cells, luciferase luminescence, 8 h. AID 1159606; in the data active = inhibition above about 50%
KKLEB cytotox = counter-screen for CF NF-kB inhibitors: cytotoxicity | KKLEB CF airway cells viability, ATPlite luminescence, overnight; active compounds read low; cells stimulated with P. aeruginosa culture filtrate | activity change (cytotoxicity), % at 5 µM | 0.36% of 360,000 active;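 active = corrected activity change at or below -50% at 5 µM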
Shn3 inh set2 = inhibitors of Schnurri-3 3'UTR reporter in osteoblasts; Clone20 osteoblast Shn3 3'UTR firefly luciferase, 24 h; inhibition, % at 12.5 µM; 0.52% of 360,000 active; AID 588674;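 active = mean inhibition of at least 75% with every replicate also reaching 75%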;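 also: 0% = median of neutral control wells and 100% = pilot-screen positive control compound; some compounds past the cut are filed as inactive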
COUP-TFII inh = blocks human COUP-TFII nuclear receptor. HEK293T NGFI-A luciferase reporter, luminescence. inhibition, % at 8.6 µM. 0.7% of 370,000 active. P24468;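 active = inhibition above a per-plate cutoff, mean inhibition of test wells between control levels plus 3 SD, cut at about 38% in these data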;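 also: cells cotransfected with COUP-TFII expression vector driving the NGFI-A reporter; 0% = median of COUP-TF2 test wells and 100% = reporter-only cells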
NR5A2 inv ag = suppresses constitutive activity of human LRH-1. 0.13% of 360,000 active. inhibition, % at 3.6 µM. O00482. HEK293T StAR-luciferase reporter, LRH-1 transfected, 24 h. AID 602396;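 active = inhibition above the mean inhibition of all tested compounds plus 3 SD, cut at about 73% in these data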;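 also: 0% = DMSO wells and 100% = reporter-only cells lacking LRH-1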
SRC3 inh = inhibits human SRC3 coactivator | Q9Y6Q9 | 0.17% of 360,000 active | inhibition, % at 3.6 µM | HEK293 GAL4-SRC3 luciferase reporter, luminescence | AID 588352;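 active = inhibition above a per-campaign cutoff, the mean of all compounds plus 3 SD, cut at about 60% in these data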;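 also: 0% = DMSO-treated cells and 100% = gossypol-treated cells at 36 µM; higher means less SRC3-driven luciferase light from the GAL4 reporter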
TRAIL sens C8 = caspase-8 TRAIL sensitization; inhibition (viability loss, TRAIL sensitization), % at 10 µM; AID 624354; NB7+C8 cells + TRAIL, ATPlite viability luminescence; 1% of 360,000 active;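 active = compounds causing at least 50% loss of cell viability in the single-dose screen, relative to plate controls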
TROY signal inh = TROY signaling inhibition; 0.98% of 360,000 active; Q293 LMP1-TROYcd NF-kB luciferase reporter, 4 h; inhibition, % at 10 µM; AID 1347056;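 active = compounds whose plate-normalised and pattern-corrected inhibition of the luciferase reporter signal at the single screening dose is 50% or more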
NCOA1 inh = inhibits human SRC1 coactivator; HEK293 GAL4-SRC1 luciferase reporter, luminescence; inhibition, % at 3.6 µM; 0.12% of 360,000 active;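 active = inhibition above the campaign mean plus 3 SD, with each screening campaign given its own cutoff, cut at about 60% in these data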;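 also: 0% = DMSO treated cells and 100% = gossypol at 36 µM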
Target sequence (Q15788 whole entry, looked up, the tested form may be a part): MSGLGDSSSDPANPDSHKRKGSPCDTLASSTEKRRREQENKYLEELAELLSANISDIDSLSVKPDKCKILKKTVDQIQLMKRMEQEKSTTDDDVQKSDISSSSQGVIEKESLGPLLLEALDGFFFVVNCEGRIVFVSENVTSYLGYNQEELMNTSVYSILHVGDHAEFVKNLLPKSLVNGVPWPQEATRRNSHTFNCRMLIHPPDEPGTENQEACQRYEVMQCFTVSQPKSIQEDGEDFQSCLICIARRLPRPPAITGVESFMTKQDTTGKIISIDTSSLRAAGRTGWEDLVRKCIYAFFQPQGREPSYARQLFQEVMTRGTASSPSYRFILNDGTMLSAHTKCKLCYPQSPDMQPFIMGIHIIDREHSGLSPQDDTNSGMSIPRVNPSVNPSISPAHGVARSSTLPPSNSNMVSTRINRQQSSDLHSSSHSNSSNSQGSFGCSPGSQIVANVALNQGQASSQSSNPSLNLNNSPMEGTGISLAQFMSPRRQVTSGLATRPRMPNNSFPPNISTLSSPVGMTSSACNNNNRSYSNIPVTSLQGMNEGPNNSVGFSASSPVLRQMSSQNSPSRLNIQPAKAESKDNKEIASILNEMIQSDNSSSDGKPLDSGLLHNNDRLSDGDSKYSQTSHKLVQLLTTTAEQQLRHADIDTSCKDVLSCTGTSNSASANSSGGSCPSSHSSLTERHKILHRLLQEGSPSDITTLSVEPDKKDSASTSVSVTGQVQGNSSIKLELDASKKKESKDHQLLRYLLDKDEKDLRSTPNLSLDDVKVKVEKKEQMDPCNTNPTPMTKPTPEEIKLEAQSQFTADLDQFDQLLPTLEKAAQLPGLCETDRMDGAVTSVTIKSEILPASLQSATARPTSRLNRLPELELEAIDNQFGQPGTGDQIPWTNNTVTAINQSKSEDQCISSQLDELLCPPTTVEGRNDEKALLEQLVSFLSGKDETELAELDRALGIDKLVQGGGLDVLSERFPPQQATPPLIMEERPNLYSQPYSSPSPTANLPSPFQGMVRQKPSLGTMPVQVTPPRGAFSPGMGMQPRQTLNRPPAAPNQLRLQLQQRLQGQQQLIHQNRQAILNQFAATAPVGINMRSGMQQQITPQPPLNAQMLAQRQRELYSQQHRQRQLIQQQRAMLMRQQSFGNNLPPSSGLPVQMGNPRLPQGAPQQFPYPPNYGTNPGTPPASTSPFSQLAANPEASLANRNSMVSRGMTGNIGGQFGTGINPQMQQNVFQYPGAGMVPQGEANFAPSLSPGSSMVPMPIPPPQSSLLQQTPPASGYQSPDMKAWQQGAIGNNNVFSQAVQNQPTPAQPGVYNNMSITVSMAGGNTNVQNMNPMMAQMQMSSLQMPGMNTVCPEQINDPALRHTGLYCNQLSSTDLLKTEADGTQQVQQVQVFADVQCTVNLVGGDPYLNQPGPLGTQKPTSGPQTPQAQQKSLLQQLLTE
CF NFkB inh = blocks PAF-induced NF-kB reporter in cystic fibrosis cells | AID 588850 | KKLEB NF-kB-GFP reporter, GFP fluorescence overnight | inhibition, % at 5 µM | 0.86% of 360,000 active;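 active = at least 50% inhibition at 5 µM, scaled per plate between neutral and stimulator controls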;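 also: PAF is a Pseudomonas aeruginosa culture filtrate used as stimulus; plate controls were PAF-stimulated DMSO wells for no effect and unstimulated DMSO wells for full effect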
LMP1 NFkB inh = reduces LMP1-driven NF-kappaB luciferase signal; LMP1-induced NF-kappaB luciferase reporter cells, luminescence; inhibition, % at 12.5 µM; 0.69% of 350,000 active; AID 504558; in the data active = inhibition above about 41%;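 also: 0% = neutral control wells and 100% = reference inhibitor control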
The depositor's hits bear a star; . = not tested or not shown; & = joins results of further samples.

Screens in order: COUP-TFII inh, NCOA1 inh, SRC3 inh, TWEAK-Fn14 inh, LMP1 NFkB inh, Shn3 inh set2, NR5A2 inv ag, KKLEB cytotox, CF NFkB inh, TRAIL sens C8, TROY signal inh
Cc1ccc(/C=N/n2c(-c3ccco3)n[nH]c2=S)s1
 : -5.3, -17.8, 20.6, -1.3, -1.4, -5.1, -7.1, 0.3, -3.1, 19.3, -4.3
CC(=O)NC(c1ccccc1)c1cccnc1 (stereo not drawn)
 : 7.3, -15.6, 13.1, 0.6, -7.9, -16.6, -11.4, -14.0, -7.0, 1.6, 9.3
COc1cccc(CNC(=O)Cc2ccc(-c3ccccc3)cc2)c1
 : 17.2, 14.6, -15.1, -2.8, 12.5, -15.6, 4.8, -9.6, 9.0, 20.8, 5.3
Cc1noc(C)c1NC(=O)N(C)C[C@H]1Oc2c(NC(=O)Nc3ccc4c(c3)OCO4)cccc2C(=O)N([C@H](C)CO)C[C@@H]1C
 : -8.9, 0.5, 23.1, 0.3, 4.1, -0.2, 18.6, 7.2, -12.3, -6.0, -23.0
c1cncc(-c2nc(NCc3cccs3)c3ccccc3n2)c1
 : -5.3, 11.0, 20.6, 15.3, 8.5, 9.0, 27.7, -0.2, -4.5, -0.7, 1.6
Cc1ccc([C@@H]2C[C@H]3CN(Cc4cccc(Cl)c4)C(=O)[C@]34CCCN24)o1
 : -6.9, -26.6, -0.6, -3.6, -15.2, -12.8, -7.6, 6.1, -13.9, 0.4, -10.4
Cn1c(=O)c2c(nc(NCCCO)n2Cc2cccc(Br)c2)n(C)c1=O
 : 7.8, 6.2, 11.1, 11.4, -2.1, 20.9, 9.5, 8.9, -7.4, 0.9, 1.9
CC(=O)Nc1ccc(C(=O)NNC(=O)c2cc([N+](=O)[O-])cc([N+](=O)[O-])c2)cc1
 : 9.1, 2.6, 8.7, -4.5, 1.5, -13.4, 15.3, -8.5, 9.7, -7.0, 4.0
Nn1c(SCc2nc3ccccc3[nH]2)nnc1C1CCCCC1
 : 9.2, -7.4, 2.8, 1.1, -2.5, -25.5, -7.0, -11.1, 5.4, -7.3, -6.8
C=CCNC(=S)N1CC2(C)CN(C(=S)NCC=C)CC(C)(C1)C2=O
 : -23.2, -1.9, 4.7, -1.6, -2.2, 12.1, 9.0, 3.8, -8.0, -7.2, 9.4
COc1ccc(C(CC(=O)NCc2ccccc2)C(C)C)cc1 (stereo not drawn)
 : -22.4, -3.0, 13.7, -13.0, 1.2, -5.0, 2.5, 7.9, -6.3, -24.2, 5.3
Cc1cccc2cc3c(nc12)-c1ccccc1C3=O
 : -24.2, -59.6, -72.0, -10.4, -20.5, -27.2, -34.4, -0.8, -2.6, -7.5, -33.8
Cn1cc(/C=C/c2cc[n+](C)cc2)c2cc(Cl)ccc21
 : 59.1*, 28.1, 58.9, -2.1, 11.6, -7.1, 55.6, -5.3, -54.2, 21.2, 2.9
Nc1nc(SCc2ccccc2)c2ncn(Cc3ccccc3)c2n1
 : -5.2, -22.7, -26.4, -12.9, -0.9, 11.1, -40.5, -17.4, -0.1, -0.1, -12.0
O=C(N/N=C1\C(=O)c2cccc3cccc1c23)c1ccc(O)cc1
 : 15.0, -12.9, 11.8, -93.1, 5.2, -33.8, -1.5, 13.1, -156.3, 33.7, -8.0

Further records follow.
Screens in order: COUP-TFII inh, NCOA1 inh, SRC3 inh, TWEAK-Fn14 inh, LMP1 NFkB inh, Shn3 inh set2, NR5A2 inv ag, KKLEB cytotox, CF NFkB inh, TRAIL sens C8, TROY signal inh
O=C(COC(=O)c1ccccc1C(=O)N1CCN(c2ccc(F)cc2)CC1)NCc1ccccc1
 : 10.5, 10.8, 6.6, 9.7, -1.3, -2.9, -3.3, 11.3, -3.0, -6.0, 13.1
C/C(=C\c1ccccc1)C(=O)Nc1nccs1
 : -52.1, -108.8, -80.1, -19.8, -17.4, -68.4, -66.8, 4.8, -10.0, 14.7, -61.2
CC(=O)Nc1ccc(S(=O)(=O)Nc2nnc(C)s2)cc1
 : 13.8, -25.0, -7.3, 10.2, -1.2, 3.7, 14.2, 10.1, 0.9, -9.2, 10.1
CC(=O)Nc1ccc(S(=O)(=O)N2CCC(NC(=O)C(Cc3cccn3C)NC(C)=O)CC2)cc1 (stereo not drawn)
 : 6.1, 12.3, 15.2, -17.0, 0.6, 1.2, 10.9, -12.4, 2.3, -23.2, -2.1
COc1ccc(/C=C2\CCCC(C(=O)C(F)(F)F)=C2O)cc1
 : -2.4, -14.2, -24.1, -7.1, -15.9, -31.6, -23.0, 3.0, 9.3, 8.0, -56.2
CC(Oc1ccccc1Cl)C(=O)Nc1ccc(S(=O)(=O)N2CCOCC2)cc1 (stereo not drawn)
 : 0.8, 8.7, 2.2, 0.1, -11.5, 11.2, 8.0, 0.0, -5.8, -3.4, 14.1
Cc1nnnn1/C(=C\c1ccccc1)C(=O)OCC(=O)Nc1ccc(Cl)cc1F
 : -5.4, 6.0, 24.1, 69.8*, -4.2, -12.8, -11.2, -70.0*, 84.0*, 33.4, 65.4*
Cc1cc2c(c(=O)n1CC1CCCO1)C(c1ccco1)C(C#N)=C(N)O2 (stereo not drawn)
 : 17.4, -2.1, -11.7, 9.2, 1.0, -7.5, 0.9, -7.4, 3.8, -23.9, -2.0
COc1ccc(N2CCN(C(=O)c3cccc(F)c3)CC2)c([N+](=O)[O-])c1
 : -0.9, -10.8, 13.5, 0.1, 4.4, -12.2, 10.0, -2.0, 4.9, 0.1, -2.5
COc1ccc(Cc2nnc(N/N=C/c3ccc(O)cc3O)[nH]c2=O)cc1OC
 : 0.3, -17.4, 18.2, -0.8, 10.5, -11.3, -6.5, -7.5, -2.7, 50.9*, 10.6
Cc1nc2c(oc3ccccc32)c(=O)o1
 : 6.9, -61.3, -30.5, -17.5, -26.8, -44.9, -24.1, 19.3, -15.8, -8.6, -79.2
COc1ccc(CC(=O)Nc2ccc3c(c2)CCC3)cc1OC
 : 49.6*, 24.8, 27.2, 38.2, -4.5, 71.5, 23.2, -0.4, 8.7, 13.3, 3.7
COc1ccc(CC(=O)N2CCN(C(=O)Cc3ccc(OC)c(OC)c3)CC2)cc1OC
 : 3.1, 11.0, 6.8, 2.5, -4.3, 6.3, 6.9, -1.1, -19.4, -16.7, -4.1
COc1ccccc1OCC(=O)/C=C1/N(C)c2ccccc2C1(C)C
 : 17.8, 17.7, 12.1, 17.4, 23.7, 71.1, 14.7, -5.4, -7.7, -7.8, 12.9
O=C(Cc1ccccc1)NCC(=O)N1CCCC1
 : -13.8, 1.3, 5.1, 5.2, 4.2, 11.5, 7.7, 4.8, 5.9, -17.7, -11.4

Reprinted at random: 2 compounds from above
Screens in order: COUP-TFII inh, NCOA1 inh, SRC3 inh, TWEAK-Fn14 inh, LMP1 NFkB inh, Shn3 inh set2, NR5A2 inv ag, KKLEB cytotox, CF NFkB inh, TRAIL sens C8, TROY signal inh
COc1ccc(N2CCN(C(=O)c3cccc(F)c3)CC2)c([N+](=O)[O-])c1
 : -0.9, -10.8, 13.5, 0.1, 4.4, -12.2, 10.0, -2.0, 4.9, 0.1, -2.5
Nn1c(SCc2nc3ccccc3[nH]2)nnc1C1CCCCC1
 : 9.2, -7.4, 2.8, 1.1, -2.5, -25.5, -7.0, -11.1, 5.4, -7.3, -6.8

Continued:
Screens in order: COUP-TFII inh, NCOA1 inh, SRC3 inh, TWEAK-Fn14 inh, LMP1 NFkB inh, Shn3 inh set2, NR5A2 inv ag, KKLEB cytotox, CF NFkB inh, TRAIL sens C8, TROY signal inh
COc1ccc(C(=O)Nc2ccc3c(c2)nc(CCNC(=O)c2ccco2)n3C)cc1
 : -30.7, -48.9, -40.4, -32.7, -7.5, -8.7, -24.7, -1.6, 2.4, 17.6, -39.1
O=C(O)CSc1cccc2cccnc12
 : -15.9&8.8, 0.9&-37.2, 9.9&1.1, 4.9&-68.2, -1.5&-4.0, -0.6&-5.1, 2.5&-0.3, -3.0&8.9, -11.0&-12.3, -3.5&-7.4, -25.0&-18.1
O=C(Cc1ccc(Cl)cc1)OCC(=O)N1CCCCCC1
 : 6.7, -11.0, 3.6, -3.8, -5.2, -2.4, -17.4, 1.4, -13.6, 5.7, -11.6
O=CN1CCN(c2c([N+](=O)[O-])c(=O)oc3ccccc23)CC1
 : 15.0, 15.9, 7.8, 13.0, -0.9, -46.1, 14.7, 5.9, -7.0, -6.6, -1.2
O=C(COC(=O)c1n[nH]c2ccccc12)NC1CCCCC1
 : 5.7, -20.8, -4.1, -12.0, -13.6, -0.4, 10.7, -13.0, -0.3, 3.2, -21.1
CC(=O)N1CCC(N(CCN2CCOCC2)C(=S)Nc2ccc(C)cc2)CC1
 : 7.7, -1.7, 1.6, 3.1, -3.1, 12.4, 1.5, -12.5, -11.9, -0.1, -16.4
CC(C(=O)NCC1CCCCC1)N1CCN(S(=O)(=O)c2ccccc2F)CC1 (stereo not drawn)
 : -4.7, -5.0, 18.7, 3.5, -1.9, 3.0, 4.3, -5.9, -3.8, -0.5, 6.8
CCN(CC(=O)Nc1cccc(OC)c1)C(=O)C1CCN(C(=O)Nc2ccccc2)CC1
 : 19.2, 1.1, -16.8, -7.6, -23.4, -21.8, 3.3, -2.4, -1.7, -10.1, -15.4
O=C(NC1(C(F)(F)F)NC(=O)N(CC2CCCCC2)C1=O)c1ccco1 (stereo not drawn)
 : -2.5, 8.7, 11.3, 3.2, -11.9, -2.3, 13.7, 7.6, 1.2, -0.9, 3.0
COc1ccccc1-c1cccc(-c2nc(C(=O)Nc3nccs3)cc3c2[C@H](CCO)N(C(C)=O)C3)c1
 : -6.8, ., ., 13.0, ., ., -17.8, ., ., 9.4, 10.1
O=C(NCCc1ccccc1)C1CCCN1S(=O)(=O)c1ccc(Cl)cc1 (stereo not drawn)
 : -0.7, 23.4, -5.5, -4.1, -0.7, -4.7, -2.0, -3.4, 1.4, -12.9, -8.2
CC(C)(C)NCCOc1ccc(Br)cc1
 : -6.7, 4.3, 1.7, 4.5, 0.2, -17.9, -3.9, 10.2, 5.4, -3.4, -11.7
CCCCOCCCNC(=O)c1ccccc1OCC
 : -5.7, -9.7, 18.2, -14.6, 4.9, 4.1, 5.2, -5.0, -8.0, -1.5, 15.1
Cc1ccccc1OCC(O)Cn1c(SC(C)C)nc2c1c(=O)[nH]c(=O)n2C (stereo not drawn)
 : 14.5, 2.5, 1.1, -14.4, 4.0, 1.9, 2.4, 9.8, -1.4, -0.1, -13.5
COc1ccc(NC(C)=O)cc1NC(=O)CN1CCN(CC(=O)Nc2ccc(Cl)cc2)CC1
 : -1.8, -23.8, 7.8, 1.7, 2.9, 8.0, 15.0, 3.3, -0.7, -6.5, 7.7

This is a subset (hit frequency here may not be typical).
